hcGAS lum – blocks human cGAS activity; recombinant h-cGAS, ATP depletion, Kinase-Glo luminescence; inhibition, % at 12.5 µM; hit rate 0.081% among 290,000; AID 1259398;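 further: 0% = vehicle reaction and 100% = reaction without DNA for no activity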
Target sequence (Q8N884 whole entry, looked up): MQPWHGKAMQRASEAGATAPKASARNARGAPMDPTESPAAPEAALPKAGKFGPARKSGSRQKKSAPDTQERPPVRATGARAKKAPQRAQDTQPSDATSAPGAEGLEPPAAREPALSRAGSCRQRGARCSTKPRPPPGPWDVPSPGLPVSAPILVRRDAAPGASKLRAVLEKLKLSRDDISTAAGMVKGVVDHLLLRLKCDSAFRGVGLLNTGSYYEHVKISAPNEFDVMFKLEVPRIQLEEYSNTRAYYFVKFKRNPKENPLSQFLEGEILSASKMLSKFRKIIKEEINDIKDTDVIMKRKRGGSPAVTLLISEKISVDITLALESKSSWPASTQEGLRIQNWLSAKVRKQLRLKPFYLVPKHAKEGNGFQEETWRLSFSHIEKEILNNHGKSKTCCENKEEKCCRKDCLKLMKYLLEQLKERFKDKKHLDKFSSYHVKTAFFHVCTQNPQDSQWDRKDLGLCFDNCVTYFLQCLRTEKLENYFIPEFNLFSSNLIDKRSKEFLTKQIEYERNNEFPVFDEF
mcGAS lum – inhibitors of mouse cGAS; Q8C6L5; recombinant cGAS, Kinase-Glo ATP depletion luminescence; inhibition, % at 12.5 µM; AID 1259399; hit rate 0.15% among 160,000;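 further: 0% = negative control wells and 100% = reference inhibitor with no enzyme activity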
NPYLR7 ag – mosquito NPYLR7 agonism; HEK293T NPYLR7/Galpha15, GCaMP6s calcium fluorescence; activation, % at 10 µM; hit rate 0.15% among 270,000; AID 1259423; in the data active means activation above about 40%;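 further: 0% = vehicle and 100% = reference agonist at the receptor; some compounds past the cut are filed as inactive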
An asterisk follows results filed as active; / = not tested or not shown; & = joins results of further samples. Unless noted, no stated cut-off is given here; in the data, active means inhibition above about 40%; inactive means the rest.

molecule | hcGAS lum | mcGAS lum | NPYLR7 ag
CC1=NN(CC(=O)NCc2nc(-c3ccc(C)cc3)c(-c3ccccn3)[nH]2)CC1 | 1 | / | 12
CCc1nc2ccc(C(=O)NCCN(C)C)cn2c1N(C)C(=O)Cc1ccccc1 | -3 | -2 | 4
Cc1cc(C)n(C(C)C(=O)Nc2ccc(-c3ncn[nH]3)cc2)n1 (stereo not drawn) | -18 | / | 5
Cc1noc(C)c1CNC(C)CC1CCCCC1 (stereo not drawn) | -6 | / | -2
c1ccc2c(c1)oc1c(CN3CCn4cncc4C3)cccc12 | -6 | -10 | 5
Cc1ccc(Cl)cc1-n1c(SCc2nc(C(=O)O)cs2)nnc1-c1ccncc1 | 1 | -2 | 2
CCOCCn1c(N2CCN(c3ccccc3)CC2)nc2c1c(=O)n(C)c(=O)n2C | -9 | -7 | /
Cc1cc2ccccc2n1CCC(=O)N(C)Cc1ccco1 | 1 | / | 0
Cn1ncc(Br)c1C(=O)N/N=C\c1ccc(C(F)(F)F)cc1 | -6 | / | 1
Cc1cccnc1-n1c(SCC(=O)NC2CC2)nc2ccccc2c1=O | -6 | / | 9
O=C(Nc1cccc(F)c1)C(C1CCCC1)N1CCN(C(=O)c2cc(F)cc(F)c2)CC1 (stereo not drawn) | -6 | -3 | 9
CCc1nc2n(n1)C(=O)C(C(c1ccc(Br)cc1)N1CCN(C(C)=O)CC1)S2 (stereo not drawn) | -2 | -7 | -3
CN=c1scc(-c2ccc(OC(F)F)cc2)n1N=Cc1ccc(C#N)cc1 | 2 | / | 7
CCc1sc(C(=O)O)cc1-c1ccc(C(N)=O)cc1 | -4 | / | 6
CNc1ccc([N+](=O)[O-])cc1C(=O)Nc1cc(C)ccn1 | -9 | / | 4
Cc1ccc(-n2ncc3c(=O)n(NC(=O)Cc4cccc5ccccc45)cnc32)cc1C | -13 | / | 3
Cc1csc(C(C#N)C(=O)CSc2nnc(NC3CC3)s2)n1 (stereo not drawn) | -2 | / | 11
Cc1cc(C)n(CCC(=O)N2CCC(=O)NCC2C)c(=O)n1 (stereo not drawn) | -7 | / | 17
Cc1cccc(-n2c(SCc3ccc(C(=O)O)cc3)nnc2-c2cccs2)c1 | -5 | -7 | 6
CNC(=O)Cn1cc(-c2cccc(-n3cccn3)c2)cn1 | 0 | / | 4
COCCNc1nc2c(C)cccn2c(=O)c1C=C1SC(=S)N(Cc2ccco2)C1=O | -2 | -5 | 0
N#Cc1ccc(N2C(=O)C3C4C=CC(O4)C3C2=O)cc1 (stereo not drawn) | -3 | -2 | -3
CC(C1CC2CCC1C2)n1c(-c2cccs2)n[nH]c1=S (stereo not drawn) | 0 | / | -7
O=C(c1cccc(F)c1)N1CCCC(OCc2cccc(OC(F)(F)F)c2)C1 (stereo not drawn) | -4 | / | -4
Cc1cccnc1NC(=O)c1ccc(=O)n(Cc2ccccc2F)c1 | -11 | / | 15
COc1ccccc1C1CN(CC(=O)N2CCN(c3nc(C)cnc3C)CC2)Cc2ccccc2O1 (stereo not drawn) | 0 | -8 | 5
COc1ccc(NC(=O)CCC2CCCN(c3cc(OC)nc(OC)n3)C2)c(C)c1 (stereo not drawn) | -6 | -11 | 5
COC(=O)C(C)Sc1nnc(-c2ccco2)n1-c1cc(Cl)ccc1C (stereo not drawn) | -5 | -10 | /
O=C(Nc1cc(-c2ccc(Cl)cc2)nn1-c1cc(Cl)ccc1Cl)c1ccc(F)c(C(F)(F)F)c1 | 6 | -5 | 15
C/C(=N\NC(=O)c1cc(C2CC2)[nH]n1)c1ccc2ccccc2c1 | -7 | -7 | 5
O=C(Nc1nc2c(s1)CCCC2)C1COc2ccccc2O1 (stereo not drawn) | -20 | -4 | 12
CCc1nn2c(ncc3c(=O)n(-c4ccccc4)ccc32)c1-c1ccc(OC)cc1 | -8 | / | 3
CC(C)CCn1c(=O)c2c(nc3n2CC(C)CN3C2CCCCC2)n(C)c1=O (stereo not drawn) | -1 | -6 | 1
O=C(O)c1oc2ccc(Br)cc2c1-n1cccc1 | 7 | / | -2
OC(Cc1ccccc1)c1ccc(Br)cc1 (stereo not drawn) | -6&1 | / | 6&-3
CCCSc1ncc(CN2CCC(O)(Cn3ccnc3)CC2)cn1 | -5 | / | 14
COc1ccc(S(=O)(=O)N2CCc3ccccc3C2)cc1N1CCN(C(=O)c2cc(C)oc2C)CC1 | -1 | -6 | 27
Cc1nnc(-c2cc3ccccc3n2Cc2ccccc2Cl)o1 | -5 | -9 | -8
CCOCCCN1C(=O)C(=Cc2c(N3CCOCC3)nc3c(C)cccn3c2=O)SC1=S | -7 | / | 0
Cc1nc2c(C(=O)N3CCCC(CCc4ccccc4C)C3)cccc2[nH]1 (stereo not drawn) | -4 | -5 | -6
COc1ccc(CN(C)C(=O)c2ccc3cccc(F)c3n2)cc1O | -8 | / | 5
O=C(c1ccc(Br)cc1)N(Cc1ccccc1)Cc1cccn1Cc1ccc(Br)cc1 | -4 | -5 | 1
N#CCCN(CCc1ccccn1)C(=O)c1csc(COC(=O)c2ccccc2)n1 | -2 | -4 | -10
COc1cc(C2c3[nH]c4ccccc4c3CCN2C(=O)c2cccc(SC(F)F)c2)ccc1Br (stereo not drawn) | -9 | -3 | -11
CCCOc1ccccc1C1C(C(=O)OCC)=C(C)NC2=C1C(=O)CC(c1ccccc1)C2 (stereo not drawn) | -4 | -6 | -1
CC(NC(=O)c1ccc(=O)[nH]c1)c1ccc(F)cc1F (stereo not drawn) | -14 | / | 8
CCOC(=O)c1c(NC(=O)c2ccc(F)cc2)sc(C(=O)Nc2cc(C(F)(F)F)ccc2Cl)c1C | 5 | / | -8
COc1cc(COC2CCCN(C(=O)c3ccc(F)cc3)C2)cc(OC)c1 (stereo not drawn) | -4 | -3 | -2
CCC(NC(=O)N1CCN(C(=O)c2ccco2)CC1)c1ccncc1 (stereo not drawn) | -9 | / | -19
CCOC(=O)c1ccc(NC(=O)Nc2ccc(N3CCC(C)CC3)c(C(=O)NCCOC)c2)cc1 | -1 | -3 | -4
Cc1c(Cl)c([N+](=O)[O-])nn1CC(=O)NCC(C)C | -5 | / | -4
C=CCNc1ccccc1C(=O)NCc1ccc2c(c1)n(C)c(=O)n2C | -4 | / | 13
O=C(CSc1nnc(-c2ccccc2)n1-c1ccccc1)N/N=C\c1ccccc1 | -2 | -10 | -3
Cn1c(NC2c3ccccc3CCC2(C)C)c(C#N)c(=O)n(C)c1=O (stereo not drawn) | -2 | / | 2
Cc1ccoc1C(=O)N1CCC(Nc2ccccc2Cl)CC1 | -3 | / | -1
CCC1=NOC(CN2CCC(Cc3noc(C4CC4)n3)CC2)C1 (stereo not drawn) | -6 | -4 | /
O=C(O)c1ccc(-n2nc3c4c(cccc4c2=O)-c2ccccc2-3)cc1 | -2 | / | 4
CC(C(=O)NCCC1=CCCCC1)N(C)C(C)c1ccc(-n2cncn2)cc1 (stereo not drawn) | -13 | / | 14
CCOc1ccc(CN(CC)S(=O)(=O)c2ccc3c(c2)OCCO3)cc1OC | -3 | / | 7
COc1cccc(C(=O)N2CCC(n3cnc4cc(C(F)(F)F)ccc43)CC2)c1C | -7 | -6 | -1

Next structures.
molecule | hcGAS lum | mcGAS lum | NPYLR7 ag
CCN(CC)CCCC(C)NC(=O)c1cc(-c2ccccc2F)nc2cc(-c3ccccc3)nn12 (stereo not drawn) | -4 | -11 | 4
COC(=NCC(C)C)NC(=O)c1ccc(Cl)c(Cl)c1 | -1 | 0 | -15
COc1cccc(C(=O)Oc2cccc3ccc(C)nc23)c1 | 2 | 1 | 0
N#CC(C(N)=S)=C1CCCCC1 | -5 | / | -4
CSCCCN1CCN(Cc2ccccc2C)CC1 | -2 | / | 7
COc1ccc2[nH]c3c(c2c1)CCN1C(=O)C2C(C)=C(C)SC2N=C31 (stereo not drawn) | -6 | / | -3
CCCN(Cc1cc(=O)n2c(C)csc2n1)Cc1nnc(-c2ccco2)o1 | 11 | / | -9
COCCCN1C(=O)CC(CC(=O)N2CC3CCCC2C3)(c2ccccc2OC)C1=O (stereo not drawn) | -6 | -13 | 2
CN(Cc1nc(C2CC2)no1)C(=O)c1ccc(NC(=O)C2CCC2)cc1 | -4 | / | 1
CC(=O)c1c(O)cc(=O)n(-c2ccccc2)c1-c1cccc2ccccc12 | -3 | / | -5
Cc1c(Cl)c([N+](=O)[O-])nn1CC(=O)Nc1ccc(S(N)(=O)=O)cc1 | -7 | -8 | -5
C#CCN1C(=O)C(=O)c2cc(Br)ccc21 | -3 | -6 | 2
Cc1cnccc1N1CCCN(C(=O)c2ccccc2C2CCNC2)CC1 (stereo not drawn) | 0 | / | 6
COCCN=C(NC(=O)c1cccc(C(F)(F)F)c1)OCCOC | -7 | -7 | 3
CN(Cc1ccc(F)cc1)Cn1[nH]c(-c2ccc(Cl)cc2)nc1=S | -5 | / | 7
CCOCCOc1nc(-c2cccc(F)c2)n(-c2ccc(NC(=O)c3ccccc3Cl)cc2)n1 | -6 | -6 | 12
CCCCn1c(=O)[nH]c(=O)c2c1nc(COC(=O)C1CC1)n2C | -5 | 1 | 10
Cc1cc(S(=O)(=O)NNC(=O)c2cccn2C)c(C)cc1Cl | -4 | -4 | -5
COCC1CCN(c2nc(C(C)(C)C)nc3c2cnn3C)C1 (stereo not drawn) | -3 | / | 3
CCC(=O)Nc1ccc(Nc2ccc(-n3nc(C)c(C)c3C)nn2)cc1 | -3 | -5 | -3
COc1ccc(NC(=O)CNC(=O)CN(C(=O)c2ccc(C)c([N+](=O)[O-])c2)C2CCCCC2)cc1 | -2 | -1 | -1
CCCC1CCC(C2=N/C(=C\C=C\c3ccccc3OC)C(=O)O2)CC1 (stereo not drawn) | -6 | / | 0
CCc1nc2c(OCCC3CCCCC3)cccn2c1N(C)C(=O)c1ccncc1 | -6 | -5 | -6
Cc1nc(CNC(=O)C2CCCOC2)oc1-c1ccc(Cl)cc1 (stereo not drawn) | -6 | / | 4
CC(=O)Nc1cccc(-c2ccc(S(N)(=O)=O)s2)c1 | 2 | 4 | 4
CCCn1c(C)cc(C(=O)CN2C(=O)C(=O)N(CC)C2=O)c1C | -4 | / | 0
CC(NC(=O)C1CC(=O)N(NC(=O)OC(C)(C)C)C1)C1CC1 (stereo not drawn) | -12 | / | -3
Cc1ccc(NC(=O)CC(=O)N(CCO)CCO)cc1 | 0 | / | -3
Cc1ccc(C(OC(=O)CCNC(=O)c2ccccc2Cl)C(F)(F)F)o1 (stereo not drawn) | -2 | / | 0
CCn1ncc(CN2CCCC(c3nc(C(C)C)no3)CCNC(=O)CC2)c1C (stereo not drawn) | 0 | -3 | /
O=c1[nH]c2ccccc2c2ccccc12 | 10 | -1 | 4
CC(=O)O[C@H]1[C@H](NC(=O)c2cccs2)[C@H]2O[C@@H]1c1ccccc12 | -4 | -8 | 1
O=C(/C=C/c1ccccc1)N1CCCN(c2nc(Cc3ccccc3)ns2)CC1 | -6 | -3 | -3
Cc1ccc(C2=NC3(CCCCCC3)NC2=S)cc1 | -5 | / | 9
O=C(CCc1ccsc1)N1CCC2(CCCN(Cc3ccc(F)cc3)C2)C1 (stereo not drawn) | -8 | / | 0
Cc1cccc(N(Cc2ccccc2)C(=O)CN2C(=O)CN(C)C2=O)c1 | -8 | / | 1
CC(OCC(F)(F)F)C(=O)N1CCCC1 (stereo not drawn) | -20 | / | -4
Cc1ccc(CSc2nc(=O)n3ccccc3n2)cc1 | -3 | -7 | 8
CSCC(C)N1CCC(Oc2cc(Cl)ccc2C(=O)N2CCCCC2)CC1 (stereo not drawn) | -8 | / | -1
CC(O)c1ccc(CNC(=O)c2ccc(C3SCCCS3)cc2)cc1 (stereo not drawn) | -4 | / | 0
O=C(COc1ccccc1[N+](=O)[O-])Nc1nc(-c2ccc3c(c2)OCCO3)cs1 | -6 | / | 9
COc1cc(C2c3cccn3CCCN2Cc2ccccc2[N+](=O)[O-])cc(OC)c1OC (stereo not drawn) | -3 | -4 | 37
CCOC(=O)c1c(C)n(-c2ccccc2)c2ccc(OC(=O)c3ccc(C)cc3)cc12 | -7 | / | -1
O=C(NCC1COCCO1)c1cc(COc2cccc(C(F)(F)F)c2)on1 (stereo not drawn) | -9 | / | 3
CC1(C)N=C(c2c(F)c(F)c(F)c(F)c2F)N(O)C1(O)c1ccccc1 (stereo not drawn) | 0 | -4 | 0
Cc1cc(C)n(C(=O)c2cc(-c3ccc(C)c(C)c3)nc3ccccc23)n1 | -6 | -7 | 2
O=C(NCCCn1nc(-c2ccncc2)ccc1=O)c1ccc2ccccc2c1 | -3 | / | 29

Random excerpt: 2 compounds from above.
molecule | hcGAS lum | mcGAS lum | NPYLR7 ag
O=C(NCC1COCCO1)c1cc(COc2cccc(C(F)(F)F)c2)on1 (stereo not drawn) | -9 | / | 3
O=C(/C=C/c1ccccc1)N1CCCN(c2nc(Cc3ccccc3)ns2)CC1 | -6 | -3 | -3

Seven successive entries already listed, for reference:
molecule | hcGAS lum | mcGAS lum | NPYLR7 ag
CC1=NN(CC(=O)NCc2nc(-c3ccc(C)cc3)c(-c3ccccn3)[nH]2)CC1 | 1 | / | 12
CCc1nc2ccc(C(=O)NCCN(C)C)cn2c1N(C)C(=O)Cc1ccccc1 | -3 | -2 | 4
Cc1cc(C)n(C(C)C(=O)Nc2ccc(-c3ncn[nH]3)cc2)n1 (stereo not drawn) | -18 | / | 5
Cc1noc(C)c1CNC(C)CC1CCCCC1 (stereo not drawn) | -6 | / | -2
c1ccc2c(c1)oc1c(CN3CCn4cncc4C3)cccc12 | -6 | -10 | 5
Cc1ccc(Cl)cc1-n1c(SCc2nc(C(=O)O)cs2)nnc1-c1ccncc1 | 1 | -2 | 2
CCOCCn1c(N2CCN(c3ccccc3)CC2)nc2c1c(=O)n(C)c(=O)n2C | -9 | -7 | /
